Screens deposited in PubChem by several laboratories.
CatG inh: inhibitors of human cathepsin G. purified enzyme, AMC-tetrapeptide fluorescence, pooled mixtures. 62,000 compounds, 0.2% hits. inhibition, % at 5 µM (by protocol). P08311. AID 581;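 active means inhibition above 20% in each of the two mixture wells holding the compound; inactive means inhibition of 20% or less in either well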;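 further: 0% = enzyme control without mixture and 100% = blank lacking enzyme; strong numbers were not always called active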
CatL block: inhibitors of human cathepsin L | P07711 | 58,000 compounds, 0.17% hits | purified cathepsin L, fluorogenic substrate, fluorescence | AID 460 | inhibition, %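 (tested at 10 µM)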; in the data active means inhibition above about 45%;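 further: 0% = enzyme with no compound and 100% = no enzyme blank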
Target sequence (P07711 114-288 limits assumed): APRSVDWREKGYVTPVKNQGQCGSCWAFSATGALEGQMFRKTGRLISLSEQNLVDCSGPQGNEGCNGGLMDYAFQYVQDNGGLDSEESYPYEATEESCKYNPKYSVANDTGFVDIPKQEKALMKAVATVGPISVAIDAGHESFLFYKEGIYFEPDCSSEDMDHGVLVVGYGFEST
Target sequence (P07711 292-333 limits assumed): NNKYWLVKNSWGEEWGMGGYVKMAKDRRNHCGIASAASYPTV
HTR1A agonist: activates the human 5-HT1a serotonin receptor | P08908 | CHO 5-HT1a Ga15 NFAT-bla reporter, FRET ratio; 0% basal, 100% maximal reference agonist | activation, % at 10 µM | 65,000 compounds, 0.56% hits;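 active means activation above the screen-wide mean activation plus 3 SD, cut at about 19% in these data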;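 further: 0% = DMSO wells and 100% = 5-CT at EC100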
FXIIa mix inh: blocks human factor XIIa in pooled compound mixtures; P00748; purified FXIIa, fluorogenic substrate; inhibition, % at 5 µM; 62,000 compounds, 0.2% hits; AID 684;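 further: 0% = enzyme without compound and 100% = no enzyme blank; some results filed as inactive read as strong as hits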
MKP-1 inh: inhibitors of human MKP-1 phosphatase | P28562 | recombinant MKP-1, OMFP hydrolysis fluorescence | inhibition, %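 (compounds tested at a single concentration somewhere between 10 and 100 µM)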 | 65,000 compounds, 0.15% hits | AID 374;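 active means inhibition above about 50%, limit read from the data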;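 further: 0% = DMSO max control wells and 100% = wells with enzyme stopped by NaOH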
Hsp90 block: displaces geldanamycin probe from tumor Hsp90 | NCI-N417 lysate Hsp90, Cy3B-geldanamycin FP displacement | inhibition, % at 30 µM | 64,000 compounds, 0.35% hits | P07900;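 active means inhibition above 50%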;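 further: 0% = tracer plus lysate wells and 100% = tracer alone without lysate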
C1s inh: human complement C1s inhibition | purified C1s, fluorogenic AMC substrate, pooled mixtures | mean inhibition % of two 10-compound mixtures (hits give high values), % at 5 µM (by protocol) | 62,000 compounds, 0.16% hits | AID 538;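 active means inhibition above 20% in each of the two 10-compound mixture wells holding the compound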;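 further: 0% = enzyme wells lacking compound mixture and 100% = no-enzyme blank wells; some compounds called inactive have numbers as strong as hits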
FXIa mix inh: inhibitors of human coagulation factor XIa, pooled mixtures | P03951 | purified FXIa, fluorogenic substrate | inhibition, % at 5 µM | 62,000 compounds, 0.19% hits;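 further: each value is inhibition by a whole ten-compound pool holding the compound; 0% = enzyme with no mixture and 100% = wells lacking enzyme; strong numbers were not always called active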
Target sequence (P03951 19-387 limits assumed): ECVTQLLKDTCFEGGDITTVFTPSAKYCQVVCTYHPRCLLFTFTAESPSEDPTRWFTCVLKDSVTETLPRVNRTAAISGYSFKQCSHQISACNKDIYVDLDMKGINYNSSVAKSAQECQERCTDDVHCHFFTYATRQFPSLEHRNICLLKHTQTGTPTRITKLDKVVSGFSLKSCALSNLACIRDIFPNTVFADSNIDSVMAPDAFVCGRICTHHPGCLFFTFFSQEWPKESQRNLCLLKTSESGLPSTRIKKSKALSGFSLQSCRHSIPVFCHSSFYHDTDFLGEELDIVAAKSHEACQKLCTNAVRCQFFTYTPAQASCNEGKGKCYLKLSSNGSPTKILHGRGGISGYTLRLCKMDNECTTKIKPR
Target sequence (P03951 388-625 limits assumed): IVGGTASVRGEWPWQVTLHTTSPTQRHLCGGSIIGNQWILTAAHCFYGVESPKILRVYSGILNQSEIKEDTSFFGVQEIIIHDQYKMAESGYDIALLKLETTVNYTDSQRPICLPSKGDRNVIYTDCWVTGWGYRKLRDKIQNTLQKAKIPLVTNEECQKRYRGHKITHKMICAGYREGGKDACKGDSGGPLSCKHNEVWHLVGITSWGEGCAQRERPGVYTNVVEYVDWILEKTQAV
Cdc25B inh: human M-phase inducer phosphatase 2 inhibition; 65,000 compounds, 0.1% hits; inhibition, %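 (compounds tested at 10 µM final in the well)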; recombinant Cdc25B, OMFP fluorescence Ex485/Em525; AID 368; in the data active means inhibition above about 50%
* hit, by the source's call; . = not tested or not shown. Unless noted, no stated cut-off is given here; in the data, active means inhibition above about 20% (passing the limit was not always enough); inactive means the rest.

nr	mol	CatG inh	CatL block	HTR1A agonist	FXIIa mix inh	MKP-1 inh	Hsp90 block	C1s inh	FXIa mix inh	Cdc25B inh
1	Cc1ccc2c(c1)NC(=O)C(CC(=O)NCCCN1CCN(C3CCCCC3)CC1)O2 (configuration not stated)	8	.	-1.6	21	0	-2	2	0	-11
2	CCOC(=O)c1cc(-c2ccc3c(c2)OCCO3)nc2c1c(C)nn2CCC#N	-9	-34	10	-4	39	0	-32	-16	-17
3	COCCn1c(SCC(=O)Nc2nnc(C)s2)nnc1-c1ccncc1	13	-4	-0.2	1	-13	0	13	10	-8
4	CN1CCc2c(sc3c2c(=O)n(-c2cccc(Cl)c2)c2nncn32)C1	9	5	-3.2	1	-12	-7	14	13	-5
5	CC1Cc2ccccc2N1C(=O)COC(=O)Cn1nnc(-c2ccccc2)n1 (configuration not stated)	-2	-2	-3.1	5	3	-2	-18	6	-5
6	Nc1ncnc2c1ncn2CCOc1ccccc1	13	6	-3.5	9	9	2	15	6	-4
7	O=C(CSc1nc(-c2ccco2)cc(C(F)(F)F)n1)NCC1CCCO1 (configuration not stated)	.	.	-1.5	.	-2	-4	.	.	11
8	O=C(CSc1nnnn1-c1ccc2c(c1)CCC2)NCc1cccs1	-2	2	5.2	7	4	-4	-4	2	-6
9	O=C(NCc1ccccc1)N1CCN(c2ccc(Cl)c(Cl)c2)CC1	-1	20	-0.1	6	-3	3	0	7	0
10	O=C(Nc1cc(C(=O)N2CCOCC2)cc(C(=O)N2CCOCC2)c1)c1cc(F)c(F)cc1Cl	-5	.	0.3	3	-1	-7	-3	0	-1
11	CCOC(=O)c1c(NC(=O)CSc2nnc(CNc3ccc(OC)cc3)n2C)sc(C)c1C	-2	.	-2.3	2	15	8	-39	-1	0
12	Cn1cccc1Cc1nnc(SCC(=O)Nc2ccccc2F)n1-c1ccc(F)cc1	-4	2	1.9	6	3	-5	3	-1	-12
13	O=C(Nc1ccccc1OC(F)F)c1ccc(F)cc1	10	-6	-4.5	4	-8	-11	6	0	-3
14	CCCOc1ccccc1C1CC(=O)Nc2cc3c(cc21)OCO3 (configuration not stated)	9	3	0.2	1	5	-5	3	8	0
15	COCCNC(=O)C1CC(c2cccc(OC)c2)=NO1 (configuration not stated)	4	-8	-1.5	2	25	-3	3	10	3

(continued)
nr	mol	CatG inh	CatL block	HTR1A agonist	FXIIa mix inh	MKP-1 inh	Hsp90 block	C1s inh	FXIa mix inh	Cdc25B inh
16	CCOc1cc(CN2CCN(c3cccc(C(F)(F)F)c3)CC2)ccc1O	1	-2	20*	1	5	1	1	11	-4
17	COc1cc(OC)c(C2=NOC(C(=O)NCc3ccc4c(c3)OCO4)C2)cc1Cl (configuration not stated)	3	-12	-4.8	7	15	-1	6	10	-3
18	CC(C)OC(=O)CSc1nc2ccccc2s1	9	-2	-5.4	-9	-14	93*	-13	0	-2
19	O=C(CNc1ccccc1)Nc1ccc(F)cc1	5	9	-1.9	-17	-26	-5	-37	-5	-1
20	Cc1occc1C(=O)NCc1ccccn1	3	-2	2.0	-2	8	-21	4	3	-8
21	COc1cc(NC(=O)COc2cccc(OC)c2)cc(OC)c1	-4	11	-0.4	2	3	-4	-18	1	-12
22	CCOC(=O)CNC(=O)c1cc(C)oc1C	-9	5	-0.2	8	12	5	-36	-6	-7
23	CCOC(=O)C1CCN(C(=O)CN(c2cccc(C(F)(F)F)c2)S(C)(=O)=O)CC1	10	4	-1.7	-27	9	-6	13	5	-5
24	Nn1c(SCC(=O)Nc2ccccc2F)nnc1-c1cccnc1	-2	.	-1.8	2	16	-6	-15	-1	-10
25	O=C(COC(=O)C1CC1)Nc1ccc(Oc2ccccc2)cc1	1	0	0.9	6	-7	0	3	5	-3
26	CCC(c1nnnn1CCOC)N1CCN(Cc2ccccc2OC)CC1 (configuration not stated)	-7	5	-1.4	-5	-9	-2	-10	3	-2
27	Cn1c(SCC(=O)N2CCc3ccccc32)nnc1C1CC1	1	2	-4.5	4	-5	-2	3	10	-4
28	CC1CCc2nc(NCCO)nc(C(F)(F)F)c2C1 (configuration not stated)	0	21	-1.5	-15	7	-3	0	6	-5
29	Cc1ccc(C(=O)N2CCN(c3ccc(Cl)cc3)CC2)cc1	9	7	0.3	5	-16	-2	13	5	-3
30	CCOC(=O)N1CCN(C(=O)c2cccc(NC3=NC4CS(=O)(=O)CC4S3)c2)CC1 (configuration not stated)	9	9	-2.3	1	-7	1	8	4	-5

Further compounds follow:
nr	mol	CatG inh	CatL block	HTR1A agonist	FXIIa mix inh	MKP-1 inh	Hsp90 block	C1s inh	FXIa mix inh	Cdc25B inh
31	Cc1cc(C)cc(NC(=O)C2CCN(S(=O)(=O)c3c(C)n[nH]c3C)CC2)c1	-1	-4	-1.3	2	13	0	-2	10	-5
32	CCNc1nc(NC(C)(C)C)nc(SC(C(C)=O)C(C)=O)n1	2	.	-1.1	3	10	.	-54	-11	-8
33	COc1ccc(-c2nc(CS(=O)CC(=O)NCc3ccc(Cl)cc3)c(C)o2)cc1 (configuration not stated)	7	.	-0.6	-15	23	-2	11	7	-12
34	O=C(OCc1nnc(-c2ccccc2)o1)c1cc(S(=O)(=O)N2CCOCC2)c(Cl)cc1Cl	14	1	-2.7	-1	37	-5	17	3	-9
35	Nn1c(=O)c2ccccc2n2c(SCc3ccccc3)nnc12	0	-1	2.1	5	-1	-4	-25	9	-8
36	O=c1cc(CNCCCO)c2ccccc2[nH]1	-15	-1	-3.0	-21	19	-1	-10	-1	-2
37	COC(=O)CN(c1cc(C(F)(F)F)ccc1Cl)S(C)(=O)=O	10	.	0.5	10	-1	-3	10	4	2
38	O=P(O)(O)COc1ccccc1P(=O)(c1ccccc1)c1ccccc1	-5	-1	-0.2	1	9	-6	-19	-1	5
39	Cc1cc(N2CCN(C(c3ccccc3)c3ccccc3)CC2)n2ncnc2n1	11	5	0.8	7	37	-1	13	11	1
40	COCn1c(COc2ccccc2)nc2ccccc21	12	1	-3.2	5	-16	-2	9	9	-3
41	CCOc1cccc(/C(O)=C2/C(=O)C(=O)N(CCOC)C2c2ccco2)c1 (configuration not stated)	-2	.	-1.3	-8	13	0	3	6	-15
42	O=C(NCC1CCCO1)c1cccc(NC(=O)c2ccco2)c1 (configuration not stated)	6	-2	0.2	15	-8	-9	-6	-1	-7
43	Cc1ccc(CCNC(=O)C2CCN(S(=O)(=O)c3cccc4nonc34)CC2)cc1	-7	-4	-1.5	6	7	-8	-32	1	0
44	CC1CCN(S(=O)(=O)c2ccc(Cl)cc2Br)CC1	9	.	-2.8	6	-2	-2	0	2	0
45	CC1=C(C(=O)OCC2CCCO2)C(c2ccccc2)NC(=O)N1 (configuration not stated)	9	.	-1.0	-4	3	-6	-8	4	-3

Later entries.
nr	mol	CatG inh	CatL block	HTR1A agonist	FXIIa mix inh	MKP-1 inh	Hsp90 block	C1s inh	FXIa mix inh	Cdc25B inh
46	Cc1nc2nc(Cc3ccccc3)nn2c(C)c1Cl	-10	2	-3.1	-16	-5	-1	-4	2	0
47	N#CCCn1cnc2c(=S)nc[nH]c21	7	-1	-2.1	-13	-19	-1	17	2	-4
48	O=C(C1CCCN(c2ncccn2)C1)N1CCc2ccccc21 (configuration not stated)	9	7	-1.9	3	5	-1	21	4	-10
49	COc1ccc(CC(=O)N2CCN=C2SC)cc1	-5	-11	-1.2	2	3	-2	-5	5	-2
50	COCCN1CC(=O)N(c2cccc(C)c2C)C(c2ccc(Cl)cc2)C1=O (configuration not stated)	10	21	-0.3	14	24	-6	17	9	9
51	COc1ccccc1NC(=O)C1=C(C)Nc2nnnn2C1c1ccccc1OC (configuration not stated)	11	-4	-3.1	-1	1	-3	19	9	-2
52	CCOc1ccc(OCC)c(NC(=O)C2CCN(S(=O)(=O)c3cccc4nonc34)CC2)c1	-4	10	2.0	-16	19	1	-102	-17	10
53	CCC(=O)OC1=C2C(=Nc3c(c(=O)n(C)c(=O)n3C)C2c2ccccc2)c2ccccc21 (configuration not stated)	.	30	1.0	.	-15	0	.	.	1
54	Cc1cc(C(F)(F)F)nn1CC(=O)N1CCCCC1C (configuration not stated)	-1	-17	-0.5	0	-23	1	-14	-7	1
55	O=C(CCCCCN1C(=O)c2ccccc2C1=O)NC1CCCC1	1	13	-1.7	1	22	0	1	4	0
56	COc1ccc(C2C(C(=O)c3sc(C)nc3C)=C(O)C(=O)N2CCN(C)C)cc1OC (configuration not stated)	-2	6	-2.1	9	-1	-5	-7	4	-5
57	CC1CC(=O)Nc2ccccc2S1(=O)=O (configuration not stated)	18	9	-0.6	4	1	-6	-5	-4	-14
58	COc1ccc(NC(=O)c2nnn(Cc3cccc(F)c3)c2N)c(OC)c1	6	.	-6.7	4	-1	-3	7	7	0
59	CC(C)COc1ccc(-c2nnc(-c3ccco3)o2)cc1	-11	-1	1.1	12	-3	1	-79	-36	6
60	Cc1ccc2[nH]c(=O)c(-c3nc4cc(C)ccn4c3NCc3ccco3)cc2c1	3	-7	-4.1	-12	1	-8	-34	0	2

Part of the list above in order of SMILES length, lowest first:
nr	mol	CatG inh	CatL block	HTR1A agonist	FXIIa mix inh	MKP-1 inh	Hsp90 block	C1s inh	FXIa mix inh	Cdc25B inh
49	COc1ccc(CC(=O)N2CCN=C2SC)cc1	-5	-11	-1.2	2	3	-2	-5	5	-2
32	CCNc1nc(NC(C)(C)C)nc(SC(C(C)=O)C(C)=O)n1	2	.	-1.1	3	10	.	-54	-11	-8
34	O=C(OCc1nnc(-c2ccccc2)o1)c1cc(S(=O)(=O)N2CCOCC2)c(Cl)cc1Cl	14	1	-2.7	-1	37	-5	17	3	-9

Next section.
nr	mol	CatG inh	CatL block	HTR1A agonist	FXIIa mix inh	MKP-1 inh	Hsp90 block	C1s inh	FXIa mix inh	Cdc25B inh
61	CCN(CC(=O)Nc1cccc(OC)c1)C(=O)C1CCN(C(=O)Nc2ccccc2)CC1	6	6	2.0	8	-4	-2	-19	-1	-15
62	CCn1c(SCC(=O)c2c[nH]c3ccccc23)nnc1-c1cccs1	-1	-8	-0.7	12	-1	-20	-8	3	-5
63	CCCC(=O)NC(C)c1nc2ccccc2n1C (configuration not stated)	-2	-4	-2.9	14	-6	1	-5	7	-24
64	CN(C)c1ccc(CN(C(=O)C2COc3ccccc3O2)C2CCS(=O)(=O)C2)cc1 (configuration not stated)	5	16	-0.5	-7	32	10	2	5	-2
65	O=C(Nc1cc(C(F)(F)F)ccc1Cl)C1CCN(c2nnc(-n3cccc3)s2)CC1	3	1	4.1	10	4	-4	1	10	9
66	COc1ccc(Cl)cc1C(=O)N(Cc1nc(-c2cccc(C)c2)no1)C(C)C	5	15	0.8	10	8	-2	3	-1	-17
